# FXIa inh: blocks human coagulation factor XIa protease activity. P03951. purified FXIa, Boc-Glu-Ala-Arg-AMC fluorogenic substrate. inhibition, % at 5 µM. hit rate 0.14% among 220,000;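 active = inhibition of at least 40%; inactive = inhibition below 40%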;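 note: fluorescence of freed AMC excited at 355 nm; 0% = enzyme without compound and 100% = no enzyme blank; many of its hits are not listed in these tables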
# eIF4E-4G inh: inhibitors of eIF4E and eIF4G interaction in translation initiation; P63073+Q04637; TR-FRET eIF4E-eIF4GI(517-606) binding, 2 h; inhibition, % at 21.7 µM; hit rate 0.37% among 220,000;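 active = inhibition above about 30%, limit read from the data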;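 note: 0% = full FRET control wells and 100% = background wells lacking eIF4GI fragment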
# MDM2 E3 inh: inhibitors of human Mdm2 E3 ubiquitin ligase; Q00987; cell-based MDM2 ubiquitination luciferase reporter, 2 h; 0 = plate control, 100 = twice control, blank-subtracted; signal enhancement, % at 5 µM; hit rate 0.11% among 210,000; AID 1230;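 active = signal enhancement of 30% or more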;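 note: luminescence tracks abundance of the self-degrading MDM2-luciferase fusion protein; higher signal means inhibition of MDM2 E3 ligase activity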
# Target sequence (Q00987 whole entry, looked up, the tested form may be a part): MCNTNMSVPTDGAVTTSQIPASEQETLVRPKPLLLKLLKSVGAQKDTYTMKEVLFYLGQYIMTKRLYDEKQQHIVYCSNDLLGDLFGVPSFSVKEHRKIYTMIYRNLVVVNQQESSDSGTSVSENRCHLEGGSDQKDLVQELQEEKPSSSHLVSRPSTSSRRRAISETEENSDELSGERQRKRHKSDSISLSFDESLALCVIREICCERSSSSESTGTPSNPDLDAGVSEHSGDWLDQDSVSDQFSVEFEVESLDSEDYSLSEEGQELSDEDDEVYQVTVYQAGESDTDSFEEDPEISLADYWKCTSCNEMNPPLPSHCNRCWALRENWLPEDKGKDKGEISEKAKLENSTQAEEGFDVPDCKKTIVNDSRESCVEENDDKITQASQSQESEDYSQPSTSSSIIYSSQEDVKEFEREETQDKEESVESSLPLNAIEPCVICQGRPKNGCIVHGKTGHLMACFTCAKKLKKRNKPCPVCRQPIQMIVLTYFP
#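 Assay system: stable mammalian line carrying autodegrading MDM2–luciferase fusion reporter; amount: 2000 cells seeded into each well; buffer or medium: DMEM; benchmarks: plate control and blank wells; signal: luciferase luminescence; timing: 2 h compound exposure at 37 °C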
# FXIIa inh 1536: inhibitors of human coagulation factor XIIa; purified FXIIa, Boc-QGR-AMC fluorogenic substrate, 2 h; inhibition, % at 5 µM; hit rate 0.3% among 220,000; AID 800; in the data active = inhibition above about 40%;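 note: 0% = enzyme with no compound and 100% = blank without enzyme; many of its hits are not listed in these tables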
# 14-3-3 Bad inh: disrupts binding of bovine 14-3-3 zeta to phospho-Bad peptide; hit rate 0.71% among 220,000; AID 781; TR-FRET 14-3-3zeta/Dy647-pBad peptide displacement, 1 h; P63103; inhibition, % at 21.7 µM;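 active = inhibition above about 70%, limit read from the data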;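 note: 0% = full 14-3-3 plus peptide FRET controls and 100% = background without 14-3-3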
# Target sequence (P63103 whole entry, looked up): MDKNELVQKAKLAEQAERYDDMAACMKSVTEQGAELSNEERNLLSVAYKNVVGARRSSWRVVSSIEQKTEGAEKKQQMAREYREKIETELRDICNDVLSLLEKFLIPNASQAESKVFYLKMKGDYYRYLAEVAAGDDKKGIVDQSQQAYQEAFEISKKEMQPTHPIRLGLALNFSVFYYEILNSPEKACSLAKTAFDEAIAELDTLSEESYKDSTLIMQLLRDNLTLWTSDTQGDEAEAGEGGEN
# Wee1 degr inh: blocks degradation of human Wee1 kinase. hit rate 1.2% among 220,000. HeLa Luc-Wee1K328M stability, luciferase luminescence; 100% = proteasome inhibitor MG132 effect. P30291. AID 1321. reporter increase, % at 5 µM;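 active = activation above the mean of all tested compounds plus 3 SD, set per screening run, cut at about 8.8% in these data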;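 note: cells exposed to compound for 20 h before luminescence read; 0% = DMSO alone and 100% = MG132 at 30 µM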
# p97 ATPase inh: blocks human p97 ATPase activity; P55072; recombinant p97 ATPase, Kinase-Glo ATP luminescence, 3 h; inhibition, % at 8 µM; hit rate 0.42% among 220,000; in the data active = inhibition above about 15%;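 note: 0% = DMSO vehicle and 100% = wells lacking enzyme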
# hK5 inh: blocks human kallikrein 5 protease activity | Q9Y337 | recombinant hK5, fluorogenic AMC substrate cleavage | inhibition, % at 5 µM | hit rate 0.59% among 210,000 | AID 873;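 active = inhibition of 40% or more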;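 note: 0% = enzyme controls without compound and 100% = no-enzyme blanks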
# Target sequence (Q9Y337 67-293 limits assumed): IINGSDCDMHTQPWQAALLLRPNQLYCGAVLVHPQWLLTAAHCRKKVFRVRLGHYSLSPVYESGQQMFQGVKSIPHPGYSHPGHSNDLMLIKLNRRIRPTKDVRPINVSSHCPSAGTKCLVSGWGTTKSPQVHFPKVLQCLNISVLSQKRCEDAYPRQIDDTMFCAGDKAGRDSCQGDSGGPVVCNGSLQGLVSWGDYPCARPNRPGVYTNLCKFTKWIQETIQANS
# Rad51 HR inh: blocks human Rad51 in homologous recombination | Q06609 | hRad51 DNA strand exchange, fluorescence dequenching | inhibition, % at 10 µM | hit rate 0.085% among 200,000;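 active = inhibition above 40% at the single screening dose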;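 note: 0% = DMSO control wells and 100% = blanks with heterologous ssDNA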
#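 Read-out basis: percent inhibition relative to plate controls and blanks / Assay system: human Rad51 nucleoprotein filaments preassembled on unlabelled ssDNA / Timing: filaments 15 min 37 °C, then compound 30 min / Control set: per-plate controls and blanks / Technique: fluorescence dequenching at 485/520 nm / Compound: 10 µM final, single point / Also added: Fluorescein- and BHQ1-tagged 47-mer duplex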
# The depositor's hits bear a star; x = no result given; [ ] = dose if it differs, or a comment.
compound | FXIa inh | eIF4E-4G inh | MDM2 E3 inh | FXIIa inh 1536 | 14-3-3 Bad inh | Wee1 degr inh | p97 ATPase inh | hK5 inh | Rad51 HR inh
Cc1ccc2cc(CCNC(=O)C(C)(C)C)c(=O)[nH]c2c1 | 7 | 1 | -6 | 15 | 12 | 7 | -6 | -2 | 0
CC(/C=N/NC(=O)Cc1cccn1C)=C\c1ccccc1 | 16 | -4 | -1 | 26 | 4 | 1 | -4 | -1 | 29
CCCC[n+]1c(C)sc2ccc(C)cc21 | 1 | 3 | -2 | 12 | -4 | -2 | 2 | 5 | -1
CCc1cc2c(=O)c(Oc3ccccc3)c(C)oc2cc1O | -5 | 5 | -22 | 0 | 0 | 3 | -4 | -17 | -7
COc1cccc(-c2nnc(SCC(=O)Nc3ccc(OC)c(OC)c3)n2N)c1 | -1 | 1 | -1 | 0 | 19 | -3 | 5 | 4 | -1
O=C(COc1ccc(S(=O)(=O)NCc2ccccc2)cc1)N1CCOCC1 | -3 | 8 | 3 | 6 | 2 | 5 | -4 | -11 | -3
O=C(CSc1nc2ccccc2o1)N1CCN(c2ccccc2)CC1 | 2 | -1 | -46 | 18 | 1[fluorescence artefact?] | -1 | -4 | 22 | -7
Cc1c(Cl)cccc1NC(=S)NCCc1ccc(C(F)(F)F)cc1 | 0 | -2 | -16 | 2 | -17 | -1 | -1 | -15 | -1
Cc1cccc(N2CCN(C(=O)c3ccc4ncsc4c3)CC2)c1C | -6 | 0 | -15 | -1 | 4 | 3 | -7 | 9 | x
NC(=O)C1CCN(C(=O)/C=C/c2ccco2)CC1 | 4 | 3[fluorescence artefact?] | 3 | 10 | -14 | 4 | 5 | -12 | x
CC(C)c1nc(=S)c2ccccc2[nH]1 | -1 | 1 | -2 | -5 | 2[fluorescence artefact?] | -2 | 6 | -11 | 6
CC(C)Oc1ccc(Cc2cnc(N)nc2N)cc1 | 5 | 11 | -21 | 3 | 5[fluorescence artefact?] | 0 | -7 | -14 | 4
O=C(CCCN1C(=O)CSc2ncccc21)N1CCN(Cc2ccccc2)CC1 | 2 | -4 | -4 | 13 | 4 | 1 | -2 | 2 | 7
CCOc1ccc(C2CC(c3ccc(OC)c(OC)c3)n3nc(N)nc3N2)cc1 (stereo not drawn) | -2 | -2[fluorescence artefact?] | -1 | 6 | 6 | -1 | -7 | 1 | -8
CN1CCC(CO)(Cc2ccccc2)CC1 | -3 | -1 | -8 | -1 | -7 | -1 | -3 | x | -21
CN1CCN(c2nc(-c3ccco3)cc(C(F)(F)F)n2)CC1 | -3 | 0 | -7 | 12 | 2 | -2 | -3 | 1 | 2
O=C(CC1NC2CCCCC2NC1=O)Nc1cccc(C(F)(F)F)c1 (stereo not drawn) | 3 | -2[fluorescence artefact?] | -13 | 10 | -5 | -1 | 2 | -21 | -7
O=C1c2ccccc2C(=O)c2cc(NC(=O)C3CC3)ccc21 | 0 | -5 | -12 | 10 | 6 | 0 | 3 | -3 | x
Cc1c(NC(=O)c2cc(-c3ccccc3)on2)c(=O)n(-c2ccccc2)n1C | 1 | 8 | -3 | 22 | 7[fluorescence artefact?] | -1 | 4 | -3 | 5
Cc1c(C#N)c2ccccc2n1CC(=O)NCc1ccccc1 | 6 | 0 | 4 | 15 | -5 | 3 | -5 | -6 | -7
COc1ccc(C2N(c3ccc(C)cc3)CCN2c2ccc(C)cc2)cc1O | -3 | 3 | -7 | 4 | -4 | 6 | 3 | -4 | 4
O=C(OC(c1ccccc1)c1nccc2ccccc12)c1cc([N+](=O)[O-])cc([N+](=O)[O-])c1 (stereo not drawn) | -9 | 3 | -10 | 5 | 0[fluorescence artefact?] | 3 | -2 | -2 | 4
CCOC(=O)C1CCN(C(=O)c2oc3ccc(S(=O)(=O)N4CCCCCC4)cc3c2C)CC1 | -8 | -3 | -12 | -6 | -3 | 2 | -9 | -6 | -6
Cc1c(-c2ccc(F)cc2)nc(N)c(C#N)c1-c1ccco1 | 6 | 0 | -8 | 18 | 7 | 3 | 5 | -6 | -7
Cc1ccc(S(=O)(=O)NC(C(=O)OCC(=O)NC2CCS(=O)(=O)C2)C(C)C)cc1 (stereo not drawn) | 3 | -2 | -1 | 14 | -15 | 0 | -2 | 2 | 2
CCCCNC(=O)NNC(=O)c1ccc(F)cc1 | -7 | 5 | -4 | -3 | -10 | 1 | -3 | -12 | x
COCCC(=O)N1CCCC(C(=O)c2ccc(Oc3ccccc3)cc2)C1 (stereo not drawn) | -1 | 0 | 6 | 12 | 1 | -1 | 0 | 3 | -5
Cc1ccc(C2=NN(C(=O)c3ccco3)C(O)(C(F)(F)F)C2)cc1 (stereo not drawn) | -5 | 0 | -10 | 4 | 2 | 2 | -5 | -4 | 0
N#Cc1c2n(c3c(=O)n(Cc4ccccc4Cl)cnc13)CCCCC2 | -2 | -3 | -10 | 14 | -6 | 3 | -7 | 0 | 6
NS(=O)(=O)c1ccc(NC(=O)c2ccccc2Cl)cc1 | 4 | -1 | -4 | 7 | 24[fluorescence artefact?] | 1 | -1 | -21 | 4
CCCN1CCC(NC(=S)Nc2ccc([N+](=O)[O-])cc2)CC1 | -4 | 3 | -15 | 1 | -4 | -1 | 1 | 2 | x
Cc1ccc(NC(=O)Cn2cccc2)cc1 | -2 | 1 | -25 | 8 | -3 | 3 | -1 | 5 | 2
CC(OC(=O)c1ccncc1)C(=O)NC1CCCC1 (stereo not drawn) | -8 | 0 | -2 | 2 | -6 | -2 | -3 | -11 | 11
O=S(=O)(Nc1ccc(-n2cccc2)cc1)c1ccc(F)cc1 | -3 | 3 | -9 | 6 | -17 | 0 | 4 | -2 | -1
CCOC(=O)C1=C(C)NC(=O)NC1/C=C/c1ccccc1 (stereo not drawn) | -4 | 2 | -6 | -3 | 4 | -1 | 3 | 9 | 9
O=C(CSc1ccc2nnc(-c3cccc(F)c3)n2n1)NCc1ccco1 | 20 | 6 | -9 | 17 | -9 | -2 | 6 | -2 | -1
COc1cc(/C=C/C(=O)c2c(O)cc(C)oc2=O)cc(OC)c1O | 0 | 0 | -10 | 14 | -11 | 1 | -5 | -2 | -8
O=C(CSc1ncn[nH]1)NCCC(c1ccccc1)c1ccccc1 | 0 | 1 | 12 | 19 | 4 | -3 | 3 | 0 | 20
O=C(CN1CCN(c2ccccc2)CC1)Nc1ccc2c(c1)CCC2 | -1 | 0[fluorescence artefact?] | -9 | 9 | -24 | -2 | -3 | -21 | -6
CCN(C(=O)c1cc2c(C)nc3ccccc3c2o1)c1cc(Cl)ccc1OC | -1 | -2 | x | 3 | -2 | 1 | -4 | -2 | -13
COC(=O)c1ccccc1NC(=O)c1cc(-c2cccs2)on1 | 5 | 0[fluorescence artefact?] | -12 | 11 | 10[fluorescence artefact?] | 1 | 5 | -23 | -6
COc1cccc(NC(=O)CSc2nc3ccccc3n2C)c1 | -4 | 4 | -16 | 0 | 6 | 1 | 3 | x | x
COc1ccc(-c2nnc3c4ccccc4c(C)nn23)cc1S(=O)(=O)N1CCN(CCO)CC1 | 9 | 8 | -20 | 17 | -2 | 2 | -1 | 16 | 8
CCOC(=O)COc1ccc(S(=O)(=O)Nc2ccc3c(c2)OCCO3)cc1 | -8 | 2 | -26 | -18 | -2 | -1 | 0 | -1 | -1
CN1C(=O)C2C(c3ccc(N(C)C)cc3)NN(Cc3ccccc3)C2C1=O (stereo not drawn) | -1 | 9 | -10 | 10 | -12 | 3 | 3 | -4 | 23
Cc1c(NS(=O)(=O)c2ccc(C(=O)NCc3ccccc3)cc2)c(=O)n(-c2ccccc2)n1C | -5 | 3 | 4 | 10 | 0 | 3 | -3 | -3 | 5
CC(C)(C)S(=O)(=O)c1ccc2nc3c(n2c1)CCCC3 | -7 | x | -12 | -6 | x | 4 | 5 | -15 | 5
CC(C)n1c(=O)c2c(O)cc(=O)oc2c2ccccc21 | 0 | -14 | -17 | 5 | -5 | -2 | 5 | 2 | -10
Cc1nc(-c2ccc(S(=O)(=O)N3CCN(Cc4ccccc4)CC3)s2)cs1 | 1 | 1 | -8 | 9 | -3 | -4 | 1 | 1 | -32
Cc1cc(C(C)(C)C)cc(S(=O)(=O)Nc2ccc(C(=O)O)cc2)c1C | -5 | 0 | -9 | 5 | -2 | -3 | -3 | -10 | -9
COc1ccc(OC)c(Nc2nc(-c3sc(NC(=O)CC(C)C)nc3C)cs2)c1 | 4 | -1 | -17 | 4 | 31 | -4 | -1 | -5 | 8
O=C1NN(c2ccc(Cl)c(Cl)c2)C(=O)/C1=C/c1cccc(OC(=O)c2cccs2)c1 | 3 | -5 | -7 | 0 | 54[fluorescence artefact?] | 2 | 19* | 5 | -3
CCOC(=O)c1c(C)[nH]c(C(=O)OCCOc2ccc(Cl)cc2)c1C | 4 | -1 | x | 2 | 3[fluorescence artefact?] | 0 | 1 | -28 | x
CC(C)(CNS(=O)(=O)c1ccc(F)cc1)CNS(=O)(=O)c1ccc(F)cc1 | -3 | 0 | -17 | -6 | -4 | -1 | 0 | 26 | -1
CCN(CC)S(=O)(=O)c1ccc(C)c(NC(=O)Cn2cnc3cc([N+](=O)[O-])ccc3c2=O)c1 | -6 | 6 | -10 | 1 | -2 | -6 | 1 | -7 | -4
O=C(/C=C/c1ccc([N+](=O)[O-])cc1)NCC1CCCO1 (stereo not drawn) | 1 | 2 | -15 | -9 | 15 | -2 | -1 | -1 | 2
Cc1ccccc1/C=C/c1nc2ccccc2c(=O)n1CCc1ccccc1 | 5 | 1[fluorescence artefact?] | -5 | 9 | 8 | -1 | 3 | -8 | 3
CCNC(=O)CC1SC(=Nc2cccc(Cl)c2C)N(C)C1=O (stereo not drawn) | 20 | -1 | -25 | 27 | 12 | 4 | 3 | -6 | -6

# Structures above that have a furan ring, fused or not, in the order listed:
compound | FXIa inh | eIF4E-4G inh | MDM2 E3 inh | FXIIa inh 1536 | 14-3-3 Bad inh | Wee1 degr inh | p97 ATPase inh | hK5 inh | Rad51 HR inh
NC(=O)C1CCN(C(=O)/C=C/c2ccco2)CC1 | 4 | 3[fluorescence artefact?] | 3 | 10 | -14 | 4 | 5 | -12 | x
CN1CCN(c2nc(-c3ccco3)cc(C(F)(F)F)n2)CC1 | -3 | 0 | -7 | 12 | 2 | -2 | -3 | 1 | 2
CCOC(=O)C1CCN(C(=O)c2oc3ccc(S(=O)(=O)N4CCCCCC4)cc3c2C)CC1 | -8 | -3 | -12 | -6 | -3 | 2 | -9 | -6 | -6
Cc1c(-c2ccc(F)cc2)nc(N)c(C#N)c1-c1ccco1 | 6 | 0 | -8 | 18 | 7 | 3 | 5 | -6 | -7
Cc1ccc(C2=NN(C(=O)c3ccco3)C(O)(C(F)(F)F)C2)cc1 (stereo not drawn) | -5 | 0 | -10 | 4 | 2 | 2 | -5 | -4 | 0
O=C(CSc1ccc2nnc(-c3cccc(F)c3)n2n1)NCc1ccco1 | 20 | 6 | -9 | 17 | -9 | -2 | 6 | -2 | -1
CCN(C(=O)c1cc2c(C)nc3ccccc3c2o1)c1cc(Cl)ccc1OC | -1 | -2 | x | 3 | -2 | 1 | -4 | -2 | -13
